Screening results: PubChem, Broad Institute
DENV2 CPE: inhibitors of DENV2 cytopathic effect. DENV2-infected cells, cytopathic effect rescue, plate reader. CPE inhibition, % at 9.99 µM. 350,000 compounds, 1.7% hits; in the data active = CPE inhibition above about 20%, passing the limit was not always enough; tested in BHK-21 cells;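 also: 0% = median of neutral control wells and 100% = median of positive control wells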
CFTR F508del cor: CFTR F508del correction in bronchial cells; 350,000 compounds, 0.36% hits; CFBE cells, YFP halide quenching; stimulated with forskolin plus potentiator P3; % fluorescence drop versus neutral controls; activity (quench increase), % at 7.58 µM;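 active = mean added fluorescence quench of at least 8% versus neutral control, with both replicates also reaching 8%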;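 also: cells transiently co-express mutant CFTR-F508del with the halide-sensitive YFP; corrector assay measuring rescue of mutant channel to the surface after 24 h compound exposure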
RAD54 inh: RAD54 (human) branch migration inhibition | inhibition, % at 10.4 µM | 360,000 compounds, 0.14% hits | Q92698 | AID 602329 | RAD54 Holliday junction branch migration, FAM/BHQ fluorescence;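 active = mean normalized replicate activity at least 40 and at least half of replicates scoring 40 or more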;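 also: 0% = median of neutral control wells and 100% = median of positive control wells; inhibitors cause a drop in the FAM fluorescence signal; in these data hits start at about 50%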
Target sequence (Q92698 whole entry, looked up): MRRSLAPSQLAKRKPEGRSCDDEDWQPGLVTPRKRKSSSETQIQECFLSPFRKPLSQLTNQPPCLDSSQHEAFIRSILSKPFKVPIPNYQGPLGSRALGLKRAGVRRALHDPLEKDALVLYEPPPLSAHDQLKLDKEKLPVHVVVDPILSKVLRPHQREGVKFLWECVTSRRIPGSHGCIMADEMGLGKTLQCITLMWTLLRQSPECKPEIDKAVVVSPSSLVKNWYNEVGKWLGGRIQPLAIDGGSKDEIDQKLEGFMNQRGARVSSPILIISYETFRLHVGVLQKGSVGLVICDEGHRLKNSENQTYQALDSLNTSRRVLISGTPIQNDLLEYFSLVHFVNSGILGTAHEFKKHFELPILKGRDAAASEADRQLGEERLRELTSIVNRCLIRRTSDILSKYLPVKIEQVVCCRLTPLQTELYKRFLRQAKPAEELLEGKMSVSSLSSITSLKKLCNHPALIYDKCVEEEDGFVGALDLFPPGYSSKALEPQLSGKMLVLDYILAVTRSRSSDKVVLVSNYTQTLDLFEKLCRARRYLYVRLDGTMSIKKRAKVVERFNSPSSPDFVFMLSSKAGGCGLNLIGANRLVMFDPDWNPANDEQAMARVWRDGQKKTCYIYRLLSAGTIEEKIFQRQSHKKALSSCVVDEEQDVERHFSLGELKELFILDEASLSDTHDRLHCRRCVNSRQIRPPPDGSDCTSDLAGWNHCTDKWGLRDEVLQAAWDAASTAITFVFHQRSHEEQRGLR
Xi reactivation: reactivates the inactive X chromosome in mouse fibroblasts; 360,000 compounds, 0.055% hits; AID 743238; XiGFP mouse fibroblasts, % GFP-positive cells imaging, 3 d; cells co-treated with 5-aza-dC sensitizer; scaled so ellipticine positive control = 100%; activation, % at 7.58 µM;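 active = mean normalized replicate activation at least 10% and every replicate at or above 10%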;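 also: 0% = median of on-plate neutral control wells and 100% = ellipticine 6 µM median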
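material = 68-5-11 XiGFP fibroblast line | medium = DMEM plus 5-aza-dC sensitizer | schedule = 3 days compound exposure | benchmarks = positive control ellipticine, 6 µM final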
INS-1E GSIS act: primary screen for activators of insulin secretion dependent on glucose, INS-1E cells, GLuc reporter luminescence. INS-1E GLuc reporter insulin secretion, 2-3 h. activation, % at 16.6 µM. 370,000 compounds, 0.61% hits. AID 743287;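 active = lowest replicate activation of at least 40%, so every replicate reaches that level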;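 also: 0% = median of neutral control wells and 100% = median of IBMX positive control wells; some compounds called inactive have numbers as strong as hits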
RAD52 anneal inh: inhibitors of human RAD52 DNA annealing; P43351; recombinant RAD52 DNA annealing, FRET fluorescence; inhibition, % at 18.7 µM; 360,000 compounds, 0.46% hits; AID 651710;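 active = every replicate showing at least 50% inhibition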
E-sel inducer: induces E-selectin expression in human endothelial cells; activation, % at 7.58 µM; HUVEC E-selectin immunofluorescence imaging; normalized: neutral wells 0, TNF-alpha wells 100; 260,000 compounds, 0.37% hits; AID 686992; P16581;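 active = mean E-selectin-positive cell signal at least 10% of the positive control, reached in at least 60% of replicates, without over 20% cell loss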;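 also: in these data hits start at about 27%; measured in HUVEC primary endothelial cells; signal is the percent of cells scored E-selectin positive by PE staining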
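material = human umbilical vein endothelial cells (HUVEC), E-selectin induction | quantity = 3,000 cells/well | medium = EGM-2 growth medium on 0.1% gelatin-coated wells | technique = immunofluorescence imaging | read-out basis = % PE-positive cells | control set = TNF-alpha positive control, DMSO neutral control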
Casp6 inh: inhibitors of human caspase-6; 350,000 compounds, 0.53% hits; AID 686996; purified caspase-6, Z-VEID-R110 cleavage fluorescence; inhibition, % at 12.5 µM;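 active = mean inhibition across replicates at least about 35%, with every replicate also reaching that limit, limit read from the data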;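 also: 0% = median of neutral control wells and 100% = no fluorescence left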
Target sequence (P55212 24-179 limits assumed): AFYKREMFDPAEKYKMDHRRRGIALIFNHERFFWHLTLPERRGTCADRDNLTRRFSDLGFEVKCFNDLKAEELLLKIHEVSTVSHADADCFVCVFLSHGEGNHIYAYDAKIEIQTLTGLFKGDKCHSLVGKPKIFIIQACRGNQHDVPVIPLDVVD
Target sequence (P55212 194-293 limits assumed): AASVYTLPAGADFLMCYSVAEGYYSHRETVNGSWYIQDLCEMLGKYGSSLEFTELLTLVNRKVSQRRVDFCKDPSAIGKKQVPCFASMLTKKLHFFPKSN
Starred values were filed as active, the others as inactive; x = not tested or not shown.

compound,DENV2 CPE,CFTR F508del cor,RAD54 inh,Xi reactivation,INS-1E GSIS act,RAD52 anneal inh,E-sel inducer,Casp6 inh
CCS(=O)(=O)N1Cc2cc(C(=O)NCC3CC3)nc(-c3cccc(-c4cccnc4)c3)c2[C@H]1CCO,-4,2.0,x,0.0,10,-8,-0.1,2
Cc1cc(-c2nnc(SCC(=O)Nc3ccc(F)cc3F)n2N)n[nH]1,-7,-3.2,4,0.1,0,-13,x,3
O=C(CN1CCOCC1)N1[C@H](CO)[C@@H]2c3ccccc3NC[C@@H]21,0,-0.3,11,-0.1,13,-6,0.1,0
COc1ccccc1C1CCN(Cc2ccc(C)cc2)CC1,-4,-4.0,0,0.0,-16,-1,0.0,0
OC[C@@H]1Nc2ccc(C#Cc3ccc(F)cc3)cc2[C@H]2[C@@H]1CCN2Cc1nccs1,x,-2.9,-6,0.0,12,x,9.2,x
CCS(=O)(=O)N[C@@H]1C=C[C@H](CC(=O)NC2Cc3ccccc3C2)O[C@H]1CO,0,-1.2,-6,0.0,-6,-35,-0.1,20
C[C@H](CO)N1C[C@H](C)[C@H](CN(C)C(=O)Nc2cc(F)ccc2F)Oc2cc(C#CC3CCCC3)ccc2S1(=O)=O,-2,4.2,1,0.5,-34,-19,-0.3,-2
COc1ccc(S(=O)(=O)N2CC[C@@H]3[C@@H](CO)Nc4ccc(-c5ccccc5F)cc4[C@@H]32)cc1,-1,0.6,-3,0.0,9,x,0.1,x

compound,DENV2 CPE,CFTR F508del cor,RAD54 inh,Xi reactivation,INS-1E GSIS act,RAD52 anneal inh,E-sel inducer,Casp6 inh
O=C(C[C@H]1CC[C@@H]2[C@H](COC[C@H](O)CN2CC2CCCC2)O1)NCc1ccc(Cl)cc1,0,-3.6,x,0.0,-36,3,-0.1,3
O=C(Nc1ccc2c(c1)OCO2)c1ccc(CO)cc1,16,0.1,-8,-0.1,3,-3,-0.2,3
Cc1ccccc1C(=O)Nc1ccc2c(c1)C(=O)NC2=O,6,2.0,5,-0.1,x,-11,0.5,-2
COc1ccc(Cl)cc1NC(=O)CN1CCCCCC1,-5,-1.5,x,0.1,-7,-4,4.1,0
Cc1ccnc(NC(=O)c2ccc(S(=O)(=O)N3CCCCC3)cc2)c1,-6,2.9,-6,0.2,23,11,0.4,-1
Cc1ccc(-c2nnc(SCC(=O)N3CC(C)CC(C)C3)o2)cc1C (stereo not given),-10,1.6,8,0.3,-24,-13,0.0,5
COc1cccc(C#Cc2cnc3c(c2)C(=O)N([C@H](C)CO)C[C@@H](C)[C@H](CN(C)C)O3)c1,7,2.6,6,0.4,-5,32,-0.2,2
COCC(=O)N(C)C[C@@H]1Oc2ncc(C#Cc3ccccc3OC)cc2C(=O)N([C@H](C)CO)C[C@@H]1C,-2,-1.0,-1,-1.0,2,-2,0.0,-1

compound,DENV2 CPE,CFTR F508del cor,RAD54 inh,Xi reactivation,INS-1E GSIS act,RAD52 anneal inh,E-sel inducer,Casp6 inh
C[C@@H](O)C#Cc1ccc2c(c1)O[C@H](CN(C)C(=O)CC1CC1)[C@@H](C)CN([C@@H](C)CO)S2(=O)=O,0,1.4,-6,-0.1,7,3,-0.1,1
CCCOc1ccc(-c2nc(N3CCN(C)CC3)c3ccccc3n2)cc1,-16,-1.9,36,0.5,40,-12,x,-5
COc1cc(C2NC(=O)NC(C)=C2C(C)=O)ccc1O (stereo not given),6,-0.9,-2,0.0,-7,-3,0.0,1
Cc1cc(NC(=O)c2ccoc2C)ccc1Br,-3,-2.3,x,-0.7,-47,-10,-0.9,-5
Cc1cc(OCCn2ccnc2)cc(C(C)C)c1,-14,-2.1,-2,-0.1,15,-22,-0.5,-1
CCCn1cnc2c(SCCc3ccccc3)nc(N)nc21,2,2.9,5,0.1,36,-5,-0.1,1
CC(C)(C)[S@](=O)N1Cc2cc(C(=O)NC3CCCCC3)nc(-c3cccc(Br)c3)c2[C@@H]1CCO,-2,x,-7,0.0,-9,0,1.0,-6
Cc1ccc(C)c(S(=O)(=O)N2CCN(C(=O)CCc3c[nH]c4ccccc34)CC2)c1,0,-0.7,-6,0.9,x,-14,0.2,2

compound,DENV2 CPE,CFTR F508del cor,RAD54 inh,Xi reactivation,INS-1E GSIS act,RAD52 anneal inh,E-sel inducer,Casp6 inh
Cc1[nH]ccc(=O)c1Cc1c(Cl)cccc1Cl,7,-1.9,2,0.4,8,-6,x,0
O=C(CCC(=O)NNC(=O)c1ccc(Cl)cc1Cl)NCc1ccccc1,7,-1.2,-6,0.2,-12,1,13,-6
CCOC(=O)c1cc(C(=O)Nc2ccc(S(=O)(=O)Nc3ccc(OC)cc3)cc2)nn1C,-7,2.7,-4,0.0,17,-9,1.1,-3
O=C(C[C@@H]1CC[C@H]2[C@@H](COC[C@H](O)CN2C(=O)Nc2ccc(F)cc2)O1)NCCCN1CCOCC1,-3,-1.5,5,0.1,13,10,0.0,10
Cc1cc(Br)ccc1NC(=O)CN(C)Cc1cccs1,5,0.6,3,0.1,-3,-9,x,0
CC(C)C(=O)NNC(=O)c1csc(CS(=O)(=O)c2ccc(Cl)cc2)n1,-4,-0.9,x,0.1,x,-5,x,-4
CC(NC(=O)C1CCN(c2nnc(N3CCCC3=O)s2)CC1)c1ccccc1 (stereo not given),-2,2.0,8,-0.1,x,-12,x,-1
COc1ccc(C(=O)NC2CCN(C(=S)NCCc3ccccc3)CC2)cc1,-1,2.2,x,0.0,-13,-6,x,-3

compound,DENV2 CPE,CFTR F508del cor,RAD54 inh,Xi reactivation,INS-1E GSIS act,RAD52 anneal inh,E-sel inducer,Casp6 inh
C[C@@H]1CN([C@@H](C)CO)C(=O)CCCn2nncc2CO[C@@H]1CN(C)C,x,-3.4,x,-0.3,0,x,0.1,x
OC[C@@H]1[C@@H](c2ccc(C#Cc3ccccc3F)cc2)[C@H]2CN(CC3CCOCC3)CCCCN12,-26,-3.8,-5,0.0,-1,53*,0.3,-10
O=C(NCc1ccc(F)cc1)C1CCCN1C(=O)Nc1ccccc1 (stereo not given),5,0.2,-5,0.3,7,-4,0.0,0
O=C(C[C@H]1C[C@H]2c3cc(NC(=O)CC4CC4)ccc3O[C@H]2[C@@H](CO)O1)NCc1ccccc1,10,-0.5,-1,0.3,2,-13,-0.6,1
COc1ccc(CN=C2NN=C(c3cccc(OC)c3)CS2)cc1,-5,-1.0,x,0.1,4,-22,4.7,0
Cc1ccc(Nc2nc3ccc(Cl)cc3n3cnnc23)cc1F,15,-0.7,-3,0.2,-16,-14,0.2,3
CC(C)C[C@H](NC(=O)N1CC(=O)Nc2ccccc21)C(=O)N[C@@H](Cc1ccccc1)C(=O)O,-16,6.3,-5,x,-1,-1,x,5
Cn1cc(CNCC2CCCO2)c(-c2ccc(Oc3ccccc3)cc2)n1 (stereo not given),-2,-0.6,x,0.2,-8,-47,x,-2

compound,DENV2 CPE,CFTR F508del cor,RAD54 inh,Xi reactivation,INS-1E GSIS act,RAD52 anneal inh,E-sel inducer,Casp6 inh
CCOc1ccc(/C=N/NC(=O)Cc2ccccc2)cc1CN1CC2CC(C1)c1cccc(=O)n1C2 (stereo not given),-8,0.9,-2,x,-51,-17,x,-5
CC1=CSC2=NS(=O)(=O)CCN12,-2,-0.6,-10,0.2,-1,-10,x,0
Cc1cc(N2CCN(S(=O)(=O)c3ccc(Cl)c(Cl)c3)CC2)c2ccccc2n1,-4,0.3,1,0.0,-13,-7,x,19
CNC[C@@H]1Oc2ccc(NC(=O)CCC(F)(F)F)cc2C(=O)N([C@H](C)CO)C[C@@H]1C,-1,2.2,-12,0.2,12,-7,-0.2,x
COc1ccc(CNC(=O)Cn2cc(C)c(=O)[nH]c2=O)cc1,3,1.4,5,0.0,11,0,-0.2,-3
Cc1ccc(C(=O)O)cc1N1C(=O)c2cccc3c([N+](=O)[O-])ccc(c23)C1=O,-1,4.4,-20,2.9,-20,-130,0.0,42*
CS(=O)(=O)Nc1ccc2c(c1)[C@@H]1C[C@@H](CC(=O)O)O[C@H](CO)[C@@H]1O2,-2,-0.5,x,0.1,22,-8,-0.1,1
CCOC(=O)C1CCN(c2nc(N)c3c(N)nc(SCC(=O)O)cc3c2C#N)CC1,7,-0.6,-43,-0.1,-33,-87,x,65*

compound,DENV2 CPE,CFTR F508del cor,RAD54 inh,Xi reactivation,INS-1E GSIS act,RAD52 anneal inh,E-sel inducer,Casp6 inh
Clc1ccc(CNc2ncnc3[nH]ncc23)cc1Cl,-1,-2.8,x,0.0,-16,-8,-0.2,1
CCc1cccc(NS(=O)(=O)c2c(C)nc3sc(CC)nn3c2=O)c1,2,1.0,-7,0.0,22,-4,0.2,2
N#Cc1ccc[n+](CC(=O)c2ccc(NC(=O)c3ccccc3)cc2)c1,2,2.0,7,-0.1,4,-50,6.1,2
COc1ccc(S(=O)(=O)N2CCOCC2)cc1NC(=O)c1cccs1,3,0.6,-3,0.3,16,-7,x,-2
CC(=O)C1=C(C)NC2=C(C(=O)CC(C)(C)C2)C1C (stereo not given),x,-0.9,x,0.1,16,-7,x,0
COCC(=O)Nc1ccc2c(c1)[C@H]1C[C@H](CC(=O)N3CCN(C)CC3)O[C@@H](CO)[C@H]1O2,-4,2.1,2,0.1,4,x,0.4,x
CCOC(=O)c1cnc2c(OC)cccc2c1NCc1cccnc1,2,5.3,x,0.0,2,29,x,1
Cc1ccc(C2(C)NC(=O)N(CC(=O)N(C)CC(=O)Nc3cccc(F)c3)C2=O)cc1 (stereo not given),6,-3.3,-11,0.1,-25,-11,0.7,-99

compound,DENV2 CPE,CFTR F508del cor,RAD54 inh,Xi reactivation,INS-1E GSIS act,RAD52 anneal inh,E-sel inducer,Casp6 inh
Cc1ccccc1-c1cnc2c(c1)C(=O)N([C@H](C)CO)C[C@H](C)[C@H](CN(C)CC1CCOCC1)O2,-4,1.1,7,0.0,12,3,x,3
COc1cc(OC)c(C2SCCS2)c(OC)c1,x,x,9,0.1,15,x,-0.2,x
O=C(C[C@@H]1C[C@H]2c3cc(NC(=O)C4CCC4)ccc3O[C@H]2[C@@H](CO)O1)NCCN1CCCCC1,8,-1.1,2,0.0,17,-9,-0.3,-2
c1cncc(-c2nc(N3CCOCC3)c3c4c(sc3n2)CCC4)c1,-6,3.1,2,0.0,16,-1,4.8,2
CCc1nn(CCCC(=O)Nc2ccc(C)cc2C)c(=O)c2cc3occc3n12,0,-1.3,-4,0.1,12,-26,x,1
Cc1cc(S(=O)(=O)N2CCOCC2)ccc1OCC(=O)Nc1cccc(F)c1,3,3.1,9,0.3,5,7,0.4,3
Cc1[nH]nc(-c2ccc(O)cc2O)c1-c1nc2ccccc2s1,7,-1.6,x,-0.1,3,-8,x,7
N#Cc1cc([N+](=O)[O-])ccc1N1CCN(c2ccccc2O)CC1,x,2.1,-1,0.0,5,-9,1.2,3
